Giardia FBPA inh = qHTS Assay for Inhibitors of Fructose-1,6-bisphosphate Aldolase from Giardia Lamblia | actives 0.71% (n = 290,000) | Potency, µM (doses to about 59.6 µM), without a hit: top-dose activity, negative = inhibition, hits mostly inhibitors | A8B2U2 | AID 2451, 2010 | purified Giardia FBPA; note: potency is the fitted concentration of half-maximal effect; % is set by controls: 0 for no effect and ±100 for the full control effect; nearly all actives have a fitted effect of over 55% in size
Target sequence (A8B2U2 whole entry, looked up): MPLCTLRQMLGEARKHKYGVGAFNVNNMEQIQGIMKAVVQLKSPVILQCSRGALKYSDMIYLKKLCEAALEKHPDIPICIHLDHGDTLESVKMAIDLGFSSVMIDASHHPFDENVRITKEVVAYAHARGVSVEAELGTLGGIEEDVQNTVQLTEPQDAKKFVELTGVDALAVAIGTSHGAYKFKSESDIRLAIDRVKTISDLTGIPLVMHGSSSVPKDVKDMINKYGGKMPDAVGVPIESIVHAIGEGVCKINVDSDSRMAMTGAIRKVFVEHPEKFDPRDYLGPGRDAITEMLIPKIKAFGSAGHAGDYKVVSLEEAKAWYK
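40 nM FBPA preincubated 10 min at RT with compound (up to 57.5 uM final), then substrate plus GAPDH/TPI/NAD/arsenate coupling and diaphorase/resazurin added. Fluorescence read after 20 min at RT, 525/598 nm.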
Pf growth 96h = Primary qHTS for delayed death inhibitors of the malarial parasite plastid, 96 hour incubation; P. falciparum luciferase reporter growth, 96 h; Potency, µM (top dose mostly 28.7 µM), for inactives: at the highest dose activity change, negative = inhibition, usual class: inhibitors; actives 6.9% (n = 320,000); AID 504834, 2011; note: potency is the fitted concentration of half-maximal effect; % is set by controls: 0 for no effect and ±100 for the full control effect
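Delayed-death screen, second-generation endpoint: infected erythrocytes, 2% hematocrit, 0.05% parasitemia final; 96 hours at 37 C, 5% CO2; luciferase detection reagent; luminescence decrease equals reduced growth.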
HCV inh = qHTS Assay for Inhibitors of Hepatitis C Virus (HCV); Huh7.5.1 HCVcc-Cre infection, luciferase reporter, 44 h; Potency, µM (top dose mostly 41.8 µM), for the others: at the highest dose activity change, negative = inhibition, usual class: inhibitors; actives 3.4% (n = 340,000); note: potency is the fitted concentration of half-maximal effect; % is set by controls: 0 for no effect and ±100 for the full control effect
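Infectious HCVcc-Cre (~0.5 moi) was added to cells just after compound, with cells seeded 4 h earlier at 1,000 per well. Luciferase activity after 44 h culture reported infection; substrate was incubated 15 min at room temperature before reading.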
CHX counter = Cycloheximide Counterscreen for Small Molecule Inhibitors of Shiga Toxin; cell reporter, cycloheximide protein synthesis inhibition counterscreen; max response, %; actives 12% (n = 300,000); in the data active = max response mostly above about 13%, no sharp cut-off; inactive = mostly below about 14%; note: read at 38.3 µM for the half of the compounds with a filed dose; 0% is about no effect
Pf growth 48h = Primary qHTS for delayed death inhibitors of the malarial parasite plastid, 48 hour incubation | P. falciparum luciferase growth in erythrocytes, 48 h | Potency, µM (titrated, usually from 28.7 µM), for the others: at the top dose activity change, negative = inhibition, hits mostly inhibitors | actives 5.9% (n = 310,000) | AID 504832, 2011; note: potency is the fitted concentration of half-maximal effect; % is set by controls: 0 for no effect and ±100 for the full control effect
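Here the parasites carry a stable luciferase gene and grow inside erythrocytes in Albumax-based RPMI medium with compound for one erythrocytic cycle. Activity is scored as loss of luminescent signal.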
Shiga toxin inh = A qHTS for Small Molecule Inhibitors of Shiga Toxin. actives 9.2% (n = 290,000). Vero cells, Shiga toxin protein synthesis inhibition reporter. AID 2315, 2010. inhibition, % at 38.7 µM; in the data active = inhibition mostly above about 28%, no sharp cut-off; inactive = mostly below about 43%; note: 0% is about no effect
* = called active by the depositor; ? = inconclusive; · = no result given; & = joins results of further samples; [ ] = remark or other dose. Unless noted, calls come from the whole dose curve; as a rule, active = well fitted curve in the direction sought with a large enough effect; inconclusive = small, poorly fitted or top-dose-only effect, or another doubt; inactive = no such curve, though single readings can be large; an effect the other way counts as inactive or inconclusive. Hits appear at their usual frequency; 24% or so of the library scored in one or more.

SMILES	Giardia FBPA inh	Pf growth 96h	HCV inh	CHX counter	Pf growth 48h	Shiga toxin inh
Cc1ccc(NC(=S)NNc2ncc(C(F)(F)F)cc2Cl)cc1	9%	10µM*	?	-9	?	-8
CCOc1cccc(/C=N/NC(=O)C2CCCC2)c1O	·	7%	?	-1	8%	-6
Cc1ccccc1NC(=O)Cn1nc(C(=O)O)c2ccccc2c1=O	2%	4%	4%	-6	17%	-6
CC(C)CC(c1nnnn1CC1CCCO1)N1CCN(c2nc3ccccc3s2)CC1 (stereo unspecified)	5%	130%[activator]	15%	-2	?	-19
O=C(NC1CC1)c1cccc(S(=O)(=O)N2CCOCC2)c1	·	?	20%	·	-28%	·
O=C(CN1C(=O)NC2(CCCC2)C1=O)Nc1ccccc1N1CCCC1	·	17%	8%	-4	56%[activator]	4
CC1CCCCC1NC(=O)c1ccc(S(=O)(=O)N2CCN(C)CC2)cc1 (stereo unspecified)	?	?	11%	-2	-4%	-6
CC1CCCC(C)N1C(=O)COC(=O)C1CCN(S(=O)(=O)c2c(Cl)cccc2Cl)CC1 (stereo unspecified)	·	?	25%	·	?	·
COC(=O)c1sc(NC(=O)CSc2nc3cccnc3n2C)nc1C	·	2%	?	-1	19%	-4
Cc1noc(C)c1CN1C(=O)c2cccc([N+](=O)[O-])c2C1=O	11%	57%[activator]	0%	5	18%	14
Cn1c(N)c(C(=O)Nc2cccc(Cl)c2)c(=O)n(C)c1=O	9%	67%[activator]	?	-1	60%[activator]	-3
Nc1nc(NCc2ccco2)nn1-c1ccccc1	2%	?	12%	5	20%	-3
CS(=O)(=O)Nc1ccc(C(=O)Nc2ccccc2Sc2ccccc2)cc1	9%	-23%	6%	1	5%	-9
COc1ccc(NC(=O)OC(CN2CCCCC2)C(F)(F)F)cc1 (stereo unspecified)	-2%	40%[activator]	4%	21*	31%	21
CN1CCC(OC(=O)c2ccco2)CC1	-5%	3%	23%	10	30%[activator]	-14
COCc1c(Br)c(C)nc(OCC(=O)N/N=C/c2cc(C)n(-c3ccc([N+](=O)[O-])cc3)c2C)c1C#N	3%	?	?	-2	12µM*	-10
Cc1cnc(C)c(N2CCN(Cc3nc(-c4ccccc4)no3)CC2)n1	4%	-10%	-11%	9	18%	-14
CC1CCN(CCCCOc2ccc(C(=O)c3ccccc3)cc2)CC1	-16%	?	?	1	·	-5
COc1cc(C)nc(NC(=O)COc2ccc(Cl)cc2C)n1	2%	?	12%	6	5%	-5
O=C1ON=C(c2ccccc2)/C1=C/c1ccccc1	-15%	?	6%	2	50%[activator]	7
C/C(=N/NC(=O)c1ccncc1)c1ccc2c(c1)OCO2	-10%	?	11%	1	11%	2
CCCCCC(=O)Oc1cccc(N2C(=O)C3CCCCC3C2=O)c1 (stereo unspecified)	0%	3%	2%	-4	8%	47
CC1(C)C2CCC1(CS(=O)(=O)Nc1ccc(S(=O)(=O)N3CCCCC3)cc1)C(=O)C2 (stereo unspecified)	7%	-7%	-2%	-1	3%	1
N#CCCn1c(C(C#N)(CCC#N)CCC#N)nc2ccccc21	5%	-17%	10%	-2	10%	-4
CCCC1C(c2ccco2)NC(c2ccco2)CC1(C)O (stereo unspecified)	-27%	-15%	8%	-2	14%	3
N#C/C(=C\c1ccc(O)c(O)c1)C(=O)NCCc1ccccc1	-1%	?	?	·	?	·
Cc1cc(C)c(S(=O)(=O)n2ccc(-c3ccc(OCCN(C)c4ccccn4)cc3)n2)c(C)c1	4%	7.4µM*	?	0	1.9µM*	-3
O=C(CN1CCOCC1)Nc1ccc2c(c1)CCC2	0%	134%[activator]	14%	17*	137%[activator]	34
CCCOc1ccc(NC(=O)CC2C(=O)Nc3ccccc3N2CC(=O)N2CCCC2)cc1 (stereo unspecified)	·	?	-12%	·	?	·
COc1ccc(CCC(=O)NCc2ccco2)cc1	3%	·	6%	-3	-25%	11

The list goes on (5 carried over from the part before).
SMILES	Giardia FBPA inh	Pf growth 96h	HCV inh	CHX counter	Pf growth 48h	Shiga toxin inh
N#C/C(=C\c1ccc(O)c(O)c1)C(=O)NCCc1ccccc1	-1%	?	?	·	?	·
Cc1cc(C)c(S(=O)(=O)n2ccc(-c3ccc(OCCN(C)c4ccccn4)cc3)n2)c(C)c1	4%	7.4µM*	?	0	1.9µM*	-3
O=C(CN1CCOCC1)Nc1ccc2c(c1)CCC2	0%	134%[activator]	14%	17*	137%[activator]	34
CCCOc1ccc(NC(=O)CC2C(=O)Nc3ccccc3N2CC(=O)N2CCCC2)cc1 (stereo unspecified)	·	?	-12%	·	?	·
COc1ccc(CCC(=O)NCc2ccco2)cc1	3%	·	6%	-3	-25%	11
COc1ccc(NC(=O)C(=O)N/N=C\c2ccc(CNC(=O)C(=O)Nc3ccc(C)c(C)c3)o2)c(OC)c1	5%	9%	?	-1	44%[activator]	·
CC(C)(C)n1nc2c(c1NC(=O)c1cc3ccccc3o1)CSC2	1%	?	27%	9	?	-9
O=C(COc1ccccc1)n1nc(-c2ccc(Cl)cc2)nc1NCc1ccco1	1%	35%[activator]	?	48*	94%[activator]	26*
CSc1nnc2c(n1)[nH]c1c(C)cccc12	-3%	5.2µM*	-18%	13	8.3µM*	57
Cc1cc(C)cc(NC(=O)c2nccnc2C(=O)O)c1	-11%	-12%	-9%	4	·	34
Cc1ccc(NC(=O)COC(=O)c2cc(C)nc3ccccc23)c([N+](=O)[O-])c1	0%	-3%	9%	-2	17%	-8
COc1cccc(C(C(=O)NC2CCCCC2)N(C(=O)c2ccco2)c2ccc(-n3cnnn3)c(C)c2)c1 (stereo unspecified)	-4%	-10%	-6%	-1	15µM*	1
COc1ccc(/C=N/NC(=O)CSCC(=O)Nc2ccccc2)cc1OC	1%	98%[activator]	·	-1	0%	-22
NC(=O)C1CCN(CC(=O)Nc2nccs2)CC1	3.5µM*	-15%	30%	-2	50%[activator]	·
CCOC(=O)C1CCN(C(=O)CC(C)S(=O)(=O)c2ccc3c(c2)NC(=O)CO3)CC1 (stereo unspecified)	·	?	2%	0	-8%	5
COc1ccc(C2=CC(=O)C[C@H](c3ccc(F)cc3)C2)cc1OC	·	?	-16%	·	?	·
C#CCn1c(S(=O)(=O)Cc2ccc(OC)cc2)nc(-c2ccccc2)c1-c1ccccc1	-6%	?	-11%	3	?	-19
COc1cccc(-n2c(-c3ccco3)nc3nc4ccccc4nc32)c1	-3%	3.3µM*	0%	-3	2%	-4
Cc1ccc(C)c(S(=O)(=O)/N=C2\C=C(NS(=O)(=O)c3ccccc3)C(=O)c3ccccc32)c1	·	?	4%	-4	?	-7
COC(=O)c1ccccc1OC(=O)c1cc[n+]([O-])cc1	2%	?	4%	-5	13%	35
Cn1c(N)c(C(=O)COC(=O)c2ccc(S(=O)(=O)N3CCCCC3)cc2)c(=O)n(C)c1=O	4%	-6%	·	-1	38%[activator]	19
O=c1c2cc([N+](=O)[O-])ccc2nc2n1CCCC2	8%	440%[activator]	0%	-1	·	-5
O=C(c1ccccc1F)N1CCN(C(=O)C(c2ccccc2)c2ccccc2)CC1	16%	0.29µM*	-1%	-5	-17%	-4
CCOP(=O)(OCC)c1nc(-c2cccc3ccccc23)oc1N1CCCCC1	-10%	?	?	-4	?	-7
Cc1cc(C(=O)N/N=C/c2ccc([N+](=O)[O-])s2)n[nH]1	-5%	2.1µM*	10µM*	17*	?	28
CCCc1cc2c(cc1NC(=O)c1ccco1)OCO2	1%	?	7%	16	16%	26
COc1ccc(/C=C2/N=C(SC)NC2=O)cc1OC	-2%	12%	-13%	16*	3%	13
COc1ccc(C)cc1NC(=O)COC(=O)c1ccc2ccccc2n1	·	26%	2%	·	13%	·
CN(CC(=O)N1CCCCCC1)S(=O)(=O)c1ccc(Br)cc1	-4%	-27%	25%	-1	9%	-3
COc1ccc(CC(=O)OCC(=O)Nc2ncc(Cl)c(C)c2Cl)cc1	·	68%[activator]	16%	·	8%	·
CC1(OC(=O)C2CCCC2)C(=O)C=C2C=C(c3ccsc3)N(CC3CC3)C=C2C1=O (stereo unspecified)	?	?	8%	-2	?	-3
O=C(O)c1ccc(N2C(=O)CC(Cc3ccccc3)C2=O)cc1 (stereo unspecified)	6%	-2%	19%	-6	4%	-15
Cc1cc(C)c(C(=O)COC(=O)C2CC3CCCC(C2)C3=O)c(C)c1 (stereo unspecified)	·	-21%	23%	·	?	·
Cc1noc(C)c1CSCC(=O)Nc1nc2ccccc2s1	·	?	-25%	21*	17%	8
CCC(=O)Nc1nnc(-c2ccncc2)s1	2%	0%	7%	1	·	-5
CCOC(=O)c1cc(C)sc1/N=C/C1=C(O)CCCC1=O	-9%	21%	-4%	-2	13%	39
C=CCNC(=O)CN1CCC(n2nnc3cc(C(F)(F)F)ccc32)CC1	6%	180%[activator]	0%	-4	-4%	-28
CCn1c(=O)[nH]c2cc(Cl)c(Cl)cc21	-6%&-5%	14%	-11%	·	2%	·
Cc1cc(Cl)ccc1OCC(=O)Nc1ccccc1C(=O)N1CCOCC1	·	82%[activator]	10%	8	-4%	-3
CCn1c(COc2ccccc2C)nnc1SCC(=O)O	0%	-17%	15%	-3	·	14
NC(=O)c1nc(-c2cccs2)nc2c1[nH]c(=O)n2-c1ccc(F)cc1	0%	19%	6%	-7	20%	2
Cn1nnnc1SCC(=O)NCc1ccco1	5%	32%[activator]	2%	-2	-3%	-13
O=C(C1CCC(=O)N(C2CCCCCC2)C1)N1CCN(c2ccccc2Cl)CC1 (stereo unspecified)	-4%	3%	?	-1	?	3
O=C(COC(=O)C1CC1)NC(=O)NCc1ccccc1	2%	12%	21%	10	11%	-10
Cc1cccc(CN2CCN(Cc3cccc(-n4cccn4)c3)CC2CCO)n1 (stereo unspecified)	-8%	4.1µM*	-4%	1	-3%	-16
Cc1ccc(/C=C/C(=O)NCc2cccs2)cc1	-4%	-16%	-14%	66*	59%[activator]	139*
CCOc1ccc(S(=O)(=O)N2CCOCC2)cc1NS(=O)(=O)c1ccc(OC)c([N+](=O)[O-])c1	·	-20%	-7%	·	6%	·
N#CC1=C(N)Oc2n[nH]c(-c3cccnc3)c2C1c1ccc([N+](=O)[O-])o1 (stereo unspecified)	-20%	?	5%	20*	-7%	54
COc1ccccc1CCNC(=O)c1cnccn1	-15%	·	3%	12	18%	11
Cc1ccc(C(=O)OCc2nnc(-c3ccccc3)o2)s1	·	23%	10%	·	12%	·
O=C(O)c1ccc(CSc2nc3ccccc3o2)cc1	24%	?	10%	-3	31%[activator]	26
CC(C)C(NS(=O)(=O)c1ccccc1)C(=O)OCc1cc([N+](=O)[O-])cc2c1OCOC2 (stereo unspecified)	-1%	0%	7%	-3	14%	5
O=C(CSc1nncn1-c1ccccc1)NCc1cccs1	-3%	0%	5%	-3	·	-10
CC1CN(Cc2nc3c(c(=O)n(C)c(=O)n3C)n2Cc2cccc(Cl)c2)CC(C)O1 (stereo unspecified)	1%	?	-4%	-2	?	-3
O=C(NCCN1CCOCC1)/C(=C/c1ccccc1)NC(=O)c1ccccc1	12%	?	7%	-6	-10%	-5
CCC(=O)Nc1ccc(NC(=O)c2ccc3ccccc3c2)cc1	10%	129%[activator]	-11%	10	86%[activator]	·
